Compound activity (PubChem)
AMA1 RON2 block: AMA1-RON2 (P. falciparum) interaction inhibition; AlphaScreen AMA1-biotinylated RON2 peptide binding; Potency, µM (titrated, usually from 58.2 µM), inactives show at the top dose activity change, negative = inhibition, most hits filed as inhibitors; 0.2% of 360,000 active;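 note: potency is the fitted concentration of half-maximal effect; 0% = vehicle wells and -100% = peptide control; nearly all actives have a fitted effect of over 45% in size; some results filed as inactive show a strong effect at the top dose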
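AMA1 (3D7) with his tag at 25 nM final met compounds first, then biotinylated RON2 peptide at 25 nM; detection used donor plus acceptor beads, 10 µg/mL apiece, read by AlphaScreen after 30 min at room temperature.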
LmPK inhibitor: inhibitors of Leishmania mexicana pyruvate kinase | Potency, µM (highest dose often 57.5 µM), for inactives: at the highest dose activity change, negative = inhibition, usual class: inhibitors | 0.37% of 290,000 active | AID 1721 | purified LmPK, Kinase-Glo ATP luminescence, 1 h | Q27686; note: potency is the fitted concentration of half-maximal effect
Target sequence (Q27686 whole entry, looked up): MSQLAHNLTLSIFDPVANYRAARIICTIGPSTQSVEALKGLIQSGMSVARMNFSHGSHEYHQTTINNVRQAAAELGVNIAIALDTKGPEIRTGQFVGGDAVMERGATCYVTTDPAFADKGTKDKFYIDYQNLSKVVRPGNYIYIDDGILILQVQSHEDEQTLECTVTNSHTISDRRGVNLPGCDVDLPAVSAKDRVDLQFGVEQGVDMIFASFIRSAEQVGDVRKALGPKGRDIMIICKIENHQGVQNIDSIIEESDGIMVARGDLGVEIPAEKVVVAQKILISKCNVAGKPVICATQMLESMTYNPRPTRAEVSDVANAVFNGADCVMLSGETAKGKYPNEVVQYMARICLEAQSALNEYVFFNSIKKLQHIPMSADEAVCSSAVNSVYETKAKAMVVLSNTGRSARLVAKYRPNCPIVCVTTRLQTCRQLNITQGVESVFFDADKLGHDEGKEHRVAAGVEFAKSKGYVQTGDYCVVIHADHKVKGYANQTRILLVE
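0.1 nM LmPK, 0.5 mM PEP, 0.1 mM ADP; 50 mM imidazole pH 7.2, 7 mM MgCl2, 50 mM KCl; 1 h RT. Kinase-Glo luminescence readout, normalized to no-enzyme (full inhibition) and uninhibited wells.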
AmpC inh detg: AmpC beta-lactamase inhibition with detergent present; P00811; AmpC hydrolysis of nitrocefin, absorbance 480 nm, 0.01% Triton; Potency, µM (highest dose often 114 µM), for inactives: top-dose activity change, negative = inhibition, most hits filed as inhibitors; 0.041% of 370,000 active; AID 485294;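 note: potency is the fitted concentration of half-maximal effect; 0% = no-compound wells and -100% = no-enzyme wells; nearly all actives have a fitted effect of over 25% in size; some results filed as inactive show a strong effect at the top dose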
Target sequence (P00811 whole entry, looked up): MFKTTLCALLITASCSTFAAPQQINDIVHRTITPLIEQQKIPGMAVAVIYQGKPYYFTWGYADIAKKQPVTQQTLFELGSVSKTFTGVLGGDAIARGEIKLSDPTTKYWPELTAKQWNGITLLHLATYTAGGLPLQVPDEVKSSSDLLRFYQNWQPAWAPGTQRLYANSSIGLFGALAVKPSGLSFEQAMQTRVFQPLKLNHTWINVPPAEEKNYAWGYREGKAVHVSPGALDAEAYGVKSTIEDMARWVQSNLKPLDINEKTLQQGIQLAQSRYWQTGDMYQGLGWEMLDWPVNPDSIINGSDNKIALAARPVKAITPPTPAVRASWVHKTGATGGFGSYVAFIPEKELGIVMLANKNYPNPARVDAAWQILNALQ
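20 mM phosphate pH 7.0 + 0.01% (detergent screen) or 0.0001% Triton X-100; 5.3 nM AmpC reagent; cpd preinc 15 min RT; nitrocefin (800 uM stock) to start; A480 q20 s × 4 min; Activity was normalised to no-enzyme and no-compound control wells.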
AmpC inh no detg: inhibitors of E. coli AmpC beta-lactamase without detergent; Potency, µM (series often up to 57.1 µM), for inactives: top-dose activity change, negative = inhibition, most hits filed as inhibitors; AmpC nitrocefin hydrolysis, absorbance 480 nm, 0.0001% Triton; AID 485341; 0.52% of 330,000 active; P00811;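 note: potency is the fitted concentration of half-maximal effect; plate controls were no compound for no effect and no enzyme for full effect; nearly all actives have a fitted effect of over 20% in size; some results filed as inactive show a strong effect at the top dose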
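AmpC (5.3 nM in the dispensed reagent) in 20 mM phosphate pH 7.0 with 0.01% (detergent screen) or 0.0001% Triton X-100 was preincubated with compounds for 15 min at room temperature. Nitrocefin was then added from an 800 uM solution, and hydrolysis was followed at 480 nm.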
Sm TGR inh: inhibitors of Schistosoma mansoni thioredoxin glutathione reductase; Q962Y6; Potency, µM (titrated, usually from 114 µM), inactives show top-dose activity change, negative = inhibition, usual class: inhibitors; 3% of 360,000 active; purified TGR, DTNB reduction, TNB absorbance 405 nm; note: potency is the fitted concentration of half-maximal effect; nearly all actives have a fitted effect of over 60% in size
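First, TGR (20 nM dispensed) and NADPH were mixed with compound. Second, a 15 min room-temperature incubation followed. Third, further NADPH and then DTNB were added to start the reaction. Finally, TNB absorbance was monitored kinetically.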
HCMV inh: inhibitors of human cytomegalovirus | HFF cells, HCMV-luciferase reporter, 72 h; active compounds read low | activity change, negative = inhibition, % at 57.5 µM | 4.5% of 410,000 active; in the data active = activity change below about -60%; inconclusive = no clear call, values can overlap the other calls; inactive = above about -39%
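Cell-based, HFFs, 1000 cells/well, 16 h 37C; cpds in DMSO + HCMV-luc, MOI 1 PFU/cell; 72 h 37C; OneGlo luminescence after 5 min RT; norm. to buffer vs Salinomycin 10uM.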
TbPYK inhibitor: T. brucei pyruvate kinase inhibition. TbPYK enzyme, Kinase-Glo Plus ATP luminescence, 45 min. 0.12% of 410,000 active. Q57TT1. Potency, µM (highest dose often 76.8 µM), for the others: top-dose activity, negative = inhibition, hits mostly inhibitors. AID 624173; note: potency is the fitted concentration of half-maximal effect; nearly all actives have a fitted effect of over 50% in size
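Enzyme and substrate buffer are dispensed first and compound is pin-transferred. ADP at 130 uM final then starts the reaction, which runs 45 min at room temperature. Detection reagent is added for 10 min before luminescence is imaged.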
Numbers without * were called inactive; ? = inconclusive; · = no result given; [ ] = dose if it differs, or a comment. Unless noted, calls come from the whole dose curve; as a rule, active = well fitted curve in the direction sought with a large enough effect; inconclusive = small, poorly fitted or top-dose-only effect, or another doubt; inactive = no such curve, though single readings can be large; an effect the other way counts as inactive or inconclusive. Unless noted, % is set by controls: 0 for no effect and ±100 for the full control effect.

1. O=C(NCC1CCCO1)c1ccc(OC2CCN(C(=O)C3CC3)CC2)cc1 (stereo not given)
2. Nc1[nH]c(=S)nc2nc(-c3ccccc3)c(-c3ccccc3)nc12
3. CNc1nc(N)nc(OC(C(F)(F)F)C(F)(F)F)n1
4. CCNC(=O)NC(=O)C(C)OC(=O)[C@H](C)NS(=O)(=O)c1c(C)c(C)cc(C)c1C (stereo not given in full)
5. CCN(CC(=O)Nc1cccc(C(C)=O)c1)S(=O)(=O)c1ccccc1
6. Cc1ccc(NC(=O)CSc2nnc([C@H](C)NC(=O)OC(C)(C)C)o2)c(C)c1
7. COCCNC(=O)CNC(c1ccccc1)c1ccccc1
8. Cc1ccccc1CN1CCN(C(=O)CC(C)C)CC1
entry no.,1,2,3,4,5,6,7,8
AMA1 RON2 block,0%,55%[activator],-6%,-4%,-1%,-17%,·,8%
LmPK inhibitor,5%,1%,9%,-3%,6%,5%,-10%,24%
AmpC inh detg,-5%,-1%,-4%,-8%,-4%,2%,0%,-15%
AmpC inh no detg,8%,-45%,1%,14%,-11%,11%,0%,-8%
Sm TGR inh,1%,-5%,-6%,-4%,?,21%,1%,50µM*
HCMV inh,25,-3,30,-16,-34,11,·,-9
TbPYK inhibitor,1%,1%,-1%,1%,0%,3%,·,12%

9. CCCCn1nnnc1C(c1ccccc1)N1CCN(c2ccc(C)cc2)CC1 (stereo not given)
10. Cc1ccc(S(=O)(=O)NCC(c2ccccc2)N2CCN(CCC#N)CC2)cc1 (stereo not given)
11. COc1ccc(C)cc1NC(=O)COC(=O)C1COc2ccccc2O1 (stereo not given)
12. O=C1NC[C@@H](CCCCN2C[C@H](Cc3ccccc3)N(Cc3ccccc3)C(=O)C2=O)N(CCc2ccccc2)C1=O
13. CCCCCN(C(=O)COC(=O)c1ccc(C)cc1)c1c(N)n(CCCC)c(=O)[nH]c1=O
14. Cc1ccccc1CNC(=O)c1ccc(-n2c(C)cc3c2CCCC3)cc1
15. O=c1[nH]cnc2c1N=C(c1cccc([N+](=O)[O-])c1)CC(c1ccccc1)N2 (stereo not given)
16. NC(=O)c1ncn([C@@H]2O[C@H](CNCc3ccccc3C#Cc3ccccc3)[C@@H](O)[C@H]2O)n1
entry no.,9,10,11,12,13,14,15,16
AMA1 RON2 block,?,0%,-8%,-3%,11%,·,19%,0%
LmPK inhibitor,·,8%,·,·,·,·,4%,·
AmpC inh detg,·,-2%,·,·,1%,17%,7%,·
AmpC inh no detg,·,?,-16%,·,-18%,·,-25%,·
Sm TGR inh,·,-5%,·,·,-4%,?,·,·
HCMV inh,-7,-11,-92*,-14,0,-35,-11,0
TbPYK inhibitor,5%,7%,28%,-2%,-4%,0%,6%,-3%

Single values from above.
For TbPYK inhibitor, O=C(NCC1CCCO1)c1ccc(OC2CCN(C(=O)C3CC3)CC2)cc1 (stereo not given) has 1%
For LmPK inhibitor, Cc1ccccc1CN1CCN(C(=O)CC(C)C)CC1 has 24%
For LmPK inhibitor, CCN(CC(=O)Nc1cccc(C(C)=O)c1)S(=O)(=O)c1ccccc1 has 6%

The listing continues.
17. CCN(CC)CCNC(=O)Cn1ncc2c([nH]c3ccccc32)c1=O
18. NS(=O)(=O)c1cccc(NC(=O)CC23CC4CC(CC(Br)(C4)C2)C3)c1
19. CCOC(=O)[C@]12CCCC=C1N(Cc1ccco1)C(=O)[C@H](CC(=O)N1CCN(C(=O)c3ccco3)CC1)C2
20. N#Cc1ccc2c(=O)n(-c3ccccc3)sc2c1
21. CCN1CCN(CCNC(=O)c2ccc3c(c2)N(Cc2cccc(Cl)c2)C(=O)c2ccccc2S3=O)CC1 (stereo not given)
22. CC1CC(C)CN(CCOc2cccc(Cl)c2Cl)C1 (stereo not given)
23. Cn1c(-c2ccccc2)c[n+]2c1CCCCC2
24. CC[C@@]1(C(=O)OC)N[C@H](CN(C)C(=O)c2ccccc2)[C@@H]2C(=O)N(C)C(=O)[C@@H]21
entry no.,17,18,19,20,21,22,23,24
AMA1 RON2 block,·,-7%,-8%,5%,-2%,-9%,-7%,2%
LmPK inhibitor,·,7%,·,·,-1%,-4%,-2%,·
AmpC inh detg,6%,1%,·,·,1%,-6%,-8%,·
AmpC inh no detg,·,-11%,·,·,112%[activator],2%,-6%,-10%
Sm TGR inh,4%,-6%,·,·,-3%,-10%,4%,·
HCMV inh,6,-20,20,45,-73*,?,-29,-16
TbPYK inhibitor,-2%,1%,-6%,3.2µM*,0%,9%,-1%,-3%

25. O=C(/C=C/c1ccc(Cl)cc1)NC(=S)N1C[C@H]2C[C@H](C1)c1cccc(=O)n1C2
26. Cc1ccc(C(=O)Nc2c3c(nn2-c2ccccc2)CS(=O)(=O)C3)cc1C
27. CN1CCN(S(=O)(=O)c2ccccc2)CC1
28. COc1ccc(S(=O)(=O)n2[nH]c(=O)c(CCO)c2C)c([N+](=O)[O-])c1
29. Cc1nc(C(=O)N2CCc3c([nH]c4ccccc34)C2c2ccccn2)cs1 (stereo not given)
30. Cc1ccc(C2N=C(N)Nc3nc(=O)c4ccccc4n32)cc1 (stereo not given)
31. COCCCNC(=S)N1CCN(C)CC1
32. O=C(COC(=O)C1C2CC3OC(=O)C1C3C2)Nc1cccc(C(F)(F)F)c1 (stereo not given)
entry no.,25,26,27,28,29,30,31,32
AMA1 RON2 block,121%[activator],-2%,5%,-12%,4%,7%,-16%,-10%
LmPK inhibitor,-3%,-1%,-12%,-2%,5%,-1%,0%,14%
AmpC inh detg,?,-15%,-14%,-1%,0%,1%,-1%,2%
AmpC inh no detg,-18%,-38%,-11%,-12%,-6%,-22%,-27%,17%
Sm TGR inh,-5%,-21%,3%,-17%,-25%,0%,13%,0%
HCMV inh,21,?,44,-17,20,49,-22,-5
TbPYK inhibitor,-9%,-2%,-1%,1%,-6%,0%,16%,0%

33. CCOC(=O)N1CCC2(O)CCCCC2C1c1ccc(F)cc1 (stereo not given)
34. CCNC(=O)C1CCCN(C(=O)c2ccc(N(C)C)cc2)CC1 (stereo not given)
35. O=S(=O)(Nc1nc2ccccc2nc1NCc1ccco1)c1ccc(Cl)cc1
36. Cc1ccc2c(c1)NC(c1cccnc1)=NC(c1ccc(F)cc1)=N2
37. COc1ccc(CNCC(O)(c2ccc(F)cc2)c2ccc(F)cc2)cc1
38. COc1cc(OC)c(NS(=O)(=O)c2cn(C)cn2)cc1Cl
39. CC(C)c1ccccc1NC(=O)c1cnccn1
40. CC(=O)c1ccc(N2CCN(CC(O)COC(c3ccccc3)c3ccccc3C)CC2)cc1 (stereo not given)
entry no.,33,34,35,36,37,38,39,40
AMA1 RON2 block,8%,-5%,52%[activator],·,-4%,-8%,20%,?
LmPK inhibitor,2%,·,10%,·,-6%,-1%,-1%,-2%
AmpC inh detg,2%,·,-2%,1%,-12%,2%,?,?
AmpC inh no detg,-12%,·,-15%,·,-4%,-4%,-30%,58%
Sm TGR inh,7%,·,0%,18%,0%,-27%,-2%,3%
HCMV inh,27,-33,30,4,10,-25,-31,30
TbPYK inhibitor,0%,4%,-9%,-6%,-2%,-3%,-10%,21%

41. O=c1ccc(C(F)(F)F)cn1Cc1cc(=O)n2cc(Br)ccc2n1
42. Cc1ccc(C)c(OCCN2CCOCC2)c1
43. Cc1ccc2cccc(NC(=O)C(F)(F)F)c2n1
44. O=C(COC(=O)c1ccc2ccccc2n1)c1ccccc1
45. Cc1cccc(OCc2nc(CC(=O)Nc3ccc(C)cc3C)cs2)c1
46. CC(=O)Nc1ccc(N2C(=O)CSC2c2ccccc2)cc1 (stereo not given)
47. COc1ccc(C(=O)n2cc(C(C)=O)c3ccccc32)cc1
48. Cc1cc(N2CCN(c3cccc(C(F)(F)F)c3)CC2)n2nc(C)nc2n1
entry no.,41,42,43,44,45,46,47,48
AMA1 RON2 block,-13%,-1%,108%[activator],13%,·,0%,-1%,-2%
LmPK inhibitor,2%,1%,6%,5%,·,2%,0%,-1%
AmpC inh detg,0%,0%,-11%,6%,1%,-12%,3%,2%
AmpC inh no detg,-38%,-12%,-17%,-21%,·,-24%,0%,-7%
Sm TGR inh,8%,-33%,-2%,8%,-3%,-17%,0%,8%
HCMV inh,-31,9,22,4,-30,-28,·,-18
TbPYK inhibitor,1%,4%,-3%,-1%,-18%,9%,-2%,0%

In the list so far, two have bromine:
18. NS(=O)(=O)c1cccc(NC(=O)CC23CC4CC(CC(Br)(C4)C2)C3)c1
41. O=c1ccc(C(F)(F)F)cn1Cc1cc(=O)n2cc(Br)ccc2n1
entry no.,18,41
AMA1 RON2 block,-7%,-13%
LmPK inhibitor,7%,2%
AmpC inh detg,1%,0%
AmpC inh no detg,-11%,-38%
Sm TGR inh,-6%,8%
HCMV inh,-20,-31
TbPYK inhibitor,1%,1%

Carrying on:
49. COc1cc(OC)c(N(C)S(=O)(=O)c2cccc(C(=O)OCC(=O)NCc3ccco3)c2)cc1Cl
50. Cc1ccc(NC(=O)C(OC(=O)c2ccc(O)cc2)c2ccccc2)cc1Cl (stereo not given)
51. O=C(Cc1ccc(Cl)cc1)Nc1ccc2oc(=O)ccc2c1
52. COc1ccc(-c2nnc(CSc3nc4ccccc4c(=O)n3CC(C)C)o2)cc1OC
53. O=C1CC(c2ccccc2)CC(O)=C1C=NCCN1CCOCC1 (stereo not given)
54. O=C(O)CN1C(=O)SC(Nc2ccccc2)C1=O (stereo not given)
55. CN1C[C@@H]2[C@@H]3C(=O)N(Cc4ccccc4)C(=O)[C@@H]3[C@](C)(C1=O)N2C(=O)c1ccc(Cl)cc1
56. CNc1nnc(-c2cc3ccccc3oc2=O)s1
57. Cc1ccc(NC(=O)OCc2cc(-c3ccccc3)on2)cc1
entry no.,49,50,51,52,53,54,55,56,57
AMA1 RON2 block,-4%,7%,14%,?,33%[activator],-9%,-2%,-1%,-1%
LmPK inhibitor,1%,0%,0%,2%,2%,5%,·,-19%,-1%
AmpC inh detg,2%,-3%,4%,?,2%,-1%,·,-13%,2%
AmpC inh no detg,-6%,7.1µM*,-38%,104%[activator],4%,-25%,162%[activator],-13%,-37%
Sm TGR inh,3%,3%,4%,8%,?,0%,·,8%,·
HCMV inh,-28,58,-64*,-6,-16,8,12,104,68
TbPYK inhibitor,-1%,-12%,-3%,-2%,-1%,-7%,3%,2%,0%
